CRE Fsk mod: Cell signaling CRE-BLA (Fsk stim); CHO CRE-bla reporter (cAMP response element driving beta-lactamase), forskolin EC10, beta-lactamase ratio; AID 662, 2007; Potency, µM (doses to about 38.2 µM), for the others: at the top dose activity change, negative = inhibition, usual class: activators; 71,000 compounds, 2.5% hits; active = well fitted activation curve with a large enough effect in the signal ratio, with a control signal flat, not every such curve was filed as active; inconclusive = small, poorly fitted or top-dose-only effect, or effect the other way, or a change in a side signal; the % refers to the signal ratio; note: potency is the fitted concentration of half-maximal effect; % of control where 0% means no effect
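Titrated compounds plus EC10 NKH 477 on CHO CRE-bla cells, 3 h, 37 °C. CCF4, 2 h RT. Ratio 460/530 nm → AC50.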
BRCT inh green: qHTS Assay for Inhibitors of BRCT-Phosphoprotein Interaction (Green Fluorophore) | Potency, µM (top dose mostly 76.9 µM), for the others: at the top dose activity change, negative = inhibition, actives largely listed as inhibitors | 75,000 compounds, 0.05% hits | AID 875, 2007 | Breast cancer type 1 susceptibility protein (Homo sapiens), P38398 | BRCA1 BRCT-phosphopeptide binding, green fluorescence polarization;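 note: potency is the fitted concentration of half-maximal effect; plate controls were peptide without protein for full effect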
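Compounds were incubated for 12 min at room temperature with a complex of 100 nM fluorescein-tagged pBACH1 decapeptide and 250 nM His-tagged BRCT protein. Buffer was phosphate pH 7.3 with EDTA, DTT and Tween 20. Disruption of binding lowers the polarization signal.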
HEK293 cAMP cs: qHTS Assay for Agonists of the Thyroid Stimulating Hormone Receptor: Activators of Intracellular cAMP Concentrations in Parental HEK 293 | parental HEK293 CNG cAMP sensor, membrane potential fluorescence | Potency, µM (doses to about 57.1 µM), inactives show top-dose activation, most hits filed as activators | 73,000 compounds, 2.5% hits | AID 938, 2007; note: potency is the fitted concentration of half-maximal effect; % of control where 0% means no effect; nearly all actives have a fitted effect of over 55% in size
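Parental HEK 293 cells stably expressing a cAMP-gated CNG channel were loaded with membrane potential dye containing 100 uM RO 20-1724 for 60 min. Compound added for 30 min; depolarization read as fluorescence intensity at 590 nm.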
BRCT inh red: qHTS Assay for Inhibitors of BRCT-Phosphoprotein Interaction (Red Fluorophore). Breast cancer type 1 susceptibility protein (Homo sapiens), P38398. BRCT-phosphopeptide binding, red fluorescence polarization. Potency, µM (highest dose often 76.9 µM), for inactives: at the highest dose activity change, negative = inhibition, usual class: inhibitors. 75,000 compounds, 0.03% hits. AID 892, 2007; note: % is set by controls: 0 for no effect and ±100 for the full control effect
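Fluorescence polarization: 100 nM His-tagged BRCA1 BRCT with 100 nM TAMRA-labelled phospho-BACH1 decapeptide, phosphate buffer pH 7.3 with 150 mM NaCl, DTT, 0.01% Tween 20; 12 min RT. Binding inhibition seen as FP decrease.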
A350 fluor: qHTS Assay for Spectroscopic Profiling in A350 Spectral Region. Compound autofluorescence, 340/450 nm, Alexa 350 dye-equivalents; stronger effect = higher value. max dye-equivalent concentration, M. 59,000 compounds, 11% hits. AID 590, 2007; in the data active = max dye-equivalent concentration above about 10 nM; inconclusive = mostly about 1.1 nM to 9.6 nM
Caspase-1 inhib: qHTS Assay for Allosteric/Competitive Inhibitors of Caspase-1. 75,000 compounds, 0.03% hits. Caspase-1 enzyme, Ac-WEHD-AFC fluorogenic rate. Potency, µM (doses to about 57.5 µM), inactives show at the top dose activity change, negative = inhibition, usual class: inhibitors;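 note: potency is the fitted concentration of half-maximal effect; plate controls were vehicle for no effect and no substrate for full effect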
Tau filament bind: qHTS Assay for Tau Filament Binding. AID 596, 2007. Microtubule-associated protein tau (Homo sapiens), P10636. recombinant tau filaments, thioflavin S fluorescence, 15 h; filaments grown with octadecylsulfate alongside compound. 71,000 compounds, 2% hits. Potency, µM (highest dose often 57.1 µM), without a hit: top-dose activity change, negative = inhibition;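 note: potency is the fitted concentration of half-maximal effect; % is set by controls: 0 for no effect and ±100 for the full control effect; actives lower thioflavin S fluorescence by blocking filaments or displacing dye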
Target sequence (P10636 whole entry, looked up): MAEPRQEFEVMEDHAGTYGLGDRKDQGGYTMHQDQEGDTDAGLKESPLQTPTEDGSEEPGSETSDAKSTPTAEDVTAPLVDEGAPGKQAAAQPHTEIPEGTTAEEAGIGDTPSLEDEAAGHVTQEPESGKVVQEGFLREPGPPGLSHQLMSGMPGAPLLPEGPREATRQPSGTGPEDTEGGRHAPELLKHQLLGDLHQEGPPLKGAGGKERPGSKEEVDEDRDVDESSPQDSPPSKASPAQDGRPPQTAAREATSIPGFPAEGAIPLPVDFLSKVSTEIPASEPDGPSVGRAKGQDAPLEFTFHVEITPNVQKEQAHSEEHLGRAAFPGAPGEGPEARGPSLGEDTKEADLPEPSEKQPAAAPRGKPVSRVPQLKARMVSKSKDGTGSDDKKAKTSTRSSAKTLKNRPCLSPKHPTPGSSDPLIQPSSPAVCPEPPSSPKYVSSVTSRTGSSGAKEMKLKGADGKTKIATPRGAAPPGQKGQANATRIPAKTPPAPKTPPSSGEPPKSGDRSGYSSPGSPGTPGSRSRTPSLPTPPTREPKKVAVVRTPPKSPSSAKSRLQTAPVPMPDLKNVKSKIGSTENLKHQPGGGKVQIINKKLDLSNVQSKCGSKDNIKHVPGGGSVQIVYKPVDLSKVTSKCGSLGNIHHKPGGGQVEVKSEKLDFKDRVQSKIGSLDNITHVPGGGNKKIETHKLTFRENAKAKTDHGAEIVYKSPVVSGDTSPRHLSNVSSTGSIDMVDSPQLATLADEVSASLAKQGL
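Quantitative HTS: thioflavine S signal from ODS-induced tau filaments, excited at 450 nm, emission 510 nm. Conditions: 1 uM tau, 30 uM ODS, 15 h at 37 C, pH 7.4.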
Luciferase inh: qHTS Assay for Inhibitors of Firefly Luciferase. AID 411, 2009. Potency, µM (series often up to 57.1 µM), for inactives: top-dose activity change, negative = inhibition, actives largely listed as inhibitors. Luciferin 4-monooxygenase (Photinus pyralis), P08659. 72,000 compounds, 2.2% hits. purified firefly luciferase, luminescence, 8 min; note: potency is the fitted concentration of half-maximal effect; % is set by controls: 0 for no effect and ±100 for the full control effect; nearly all actives have a fitted effect of over 40% in size
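Inhibition of light generation by firefly luciferase from ATP and luciferin was profiled with concentration-response curves per sample, ATP held at 10 uM within the enzyme's linear range. Plates were read by luminescence after an 8-minute ambient incubation.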
USP2a inhib: qHTS Assay for Inhibitors of Ubiquitin-specific Protease USP2a. Ubiquitin carboxyl-terminal hydrolase 2 (Homo sapiens), O75604. USP2a enzymatic assay, qHTS inhibition. Potency, µM (highest dose often 38.3 µM), inactives show at the top dose activity change, negative = inhibition, actives largely listed as inhibitors. 60,000 compounds, 0.1% hits;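 note: potency is the fitted concentration of half-maximal effect; nearly all actives have a fitted effect of over 60% in size; plate controls were DMSO for no effect and NEM full inhibition control for full effect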
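USP2 core (20nM final) preincubated 30 min RT with compound, then Ub-PLA2 20nM and NBD C6-HPC 20uM final added; buffer 20mM Tris-HCl pH 8.0, 2mM CaCl2. Fluorescence Ex 460/Em 535 read at 0 and 2.5 h; normalized to NEM.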
Caspase-7 inhib: qHTS Assay for Allosteric/Competitive Inhibitors of Caspase-7; P55210; Potency, µM (doses to about 57.5 µM), inactives show at the highest dose activity change, negative = inhibition, hits mostly inhibitors; 75,000 compounds, 0.02% hits; AID 889, 2007; recombinant caspase-7, Ac-DEVD-AFC fluorescence rate; active = well fitted inhibition curve with a large enough effect in the main read-out, with a control signal flat, not every such curve was filed as active; inconclusive = small, poorly fitted or top-dose-only effect, or a change in a side signal; note: potency is the fitted concentration of half-maximal effect; % of control where 0% means no effect
Target sequence (P55210 24-198 limits assumed): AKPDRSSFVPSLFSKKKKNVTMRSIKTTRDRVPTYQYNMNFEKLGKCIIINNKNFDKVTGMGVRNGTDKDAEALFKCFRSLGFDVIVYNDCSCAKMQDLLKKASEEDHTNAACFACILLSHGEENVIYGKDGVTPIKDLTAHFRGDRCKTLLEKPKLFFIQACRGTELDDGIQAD
Target sequence (P55210 207-303 limits assumed): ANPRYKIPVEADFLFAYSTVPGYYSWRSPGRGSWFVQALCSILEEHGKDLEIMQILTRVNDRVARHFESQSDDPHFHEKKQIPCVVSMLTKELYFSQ
ERK AVP block: qHTS Assay for Inhibitors of the ERK Signaling Pathway using a Homogeneous Screening Assay; HEK293-V1b, vasopressin-stimulated pERK AlphaScreen; Potency, µM (series often up to 57.5 µM), without a hit: at the top dose activity, negative = inhibition, hits mostly inhibitors; 72,000 compounds, 0.99% hits; AID 995, 2007; note: potency is the fitted concentration of half-maximal effect; % is set by controls: 0 for no effect and ±100 for the full control effect; nearly all actives have a fitted effect of over 55% in size
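Overnight-seeded V1b-HEK293 cells in 1% FBS got compound, then vasopressin (25 nM final, 5 min, 37C), then lysis buffer. AlphaScreen detection of phospho-ERK; activity normalized to basal and full-stimulation controls.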
An asterisk follows results filed as active; i = inactive; ? = inconclusive; . = not tested or not shown; & = joins results of further samples; [ ] = another dose, or the depositor's remark. Unless noted, calls come from the whole dose curve; as a rule, active = well fitted curve in the direction sought with a large enough effect; inconclusive = small, poorly fitted or top-dose-only effect, or another doubt; inactive = no such curve, though single readings can be large; an effect the other way counts as inactive or inconclusive.

SMILES	CRE Fsk mod	BRCT inh green	HEK293 cAMP cs	BRCT inh red	A350 fluor	Caspase-1 inhib	Tau filament bind	Luciferase inh	USP2a inhib	Caspase-7 inhib	ERK AVP block
O=C(CSc1nc2ccccc2[nH]1)Nc1ccc2c(c1)OCCO2	-10%	-1.1%	46%	2.1%	i	-1%	-1%	25µM*	10%	-1%	32µM*
Cc1ccc(N2CCN(C(=O)C3CCN(S(=O)(=O)c4cccc5nsnc45)CC3)CC2C)cc1 (stereo unspecified)	-18%	-0.1%	-8%	-0.7%	i	1%	5%	4%	12%	0%	18%
Cc1cc(O)c(C)c(O)c1C(=O)O	.	-0.3%[3.08 µM]	.	-1.1%	.	-1%	.	.	-17%	0%	4%
COC(=O)/C=c1/s/c(=C(\C#N)C(=O)NCc2ccco2)n(-c2ccc(C)cc2)c1=O	-18%	0.5%	16%	0.1%	?	-3%	-18%	-5%	6%	-8%	-1%
CC(=O)NCCn1c(SCC#N)nc2ccccc2c1=O	2%	-1.4%	15%	-0.6%	i	1%	0%	4%	2%	1%	-18%
COc1ccccc1CNC(=O)CN1CCN(Cc2ccc(Cl)cc2)C1=O	-11%	-1.2%	26%	1.0%	.	-2%	3%	-3%	.	-1%	-14%
CS(=O)(=O)N1CCN(C(=O)c2ccccc2F)CC1	-10%	1.9%	?	1.5%	i	0%	-3%	-3%	3%	1%	-15%
COC(=O)c1c(-c2cccc(OC)c2)csc1N	?	0.2%	1%	0.5%	.	-8%	-14%	1%	.	-1%	.
COC(=O)CSc1nc2ncc(Cl)cc2[nH]1	-13%	-0.8%	5%	0.2%	i	-2%	6%	2%	3%	-1%	-12%
O=C(O)C1C2C=CC(C2)C1C(=O)OC1CC2CCC1C2 (stereo unspecified)	?	-4.0%	0%[11.4 µM]	-0.1%	.	0%	6%[11.4 µM]	1%	3%[7.66 µM]	-2%	-13%
CCc1ccc(N2CSC3=C(C#N)C(c4cccs4)CC(=O)N3C2)cc1 (stereo unspecified)	1%	4.6%	15%	0.3%	?	-8%	?	-20%	23%	-16%	-12%
CC(=O)NC(CCS(C)(=O)=O)C(=O)Nc1ccc(C)c(F)c1 (stereo unspecified)	-7%	-1.7%	4%	-0.2%	i	-2%	-16%	0%	-2%	1%	39%
Cc1cc(C)c(C)c(S(=O)(=O)NCC(=O)N2CCCC2)c1C	22%	0.1%	10%	0.7%	i	2%	2%	3%	9%	-1%	-3%
CCOc1cc(C)c(C(C)C)cc1S(=O)(=O)N1CCOCC1	?	-1.7%	?	-0.9%	i	1%	-2%	-4%	7%	-1%	11%
Nc1ccc2c(c1)C(=O)N(CCCC(=O)O)C2=O	-21%	-2.4%	0%	0.2%	i	?	45%	1%	-5%	-28%	11%
CN1CCN(CCCNC(=O)C2CCN(c3nnc(-n4cccc4)s3)CC2)CC1	?	0.1%	12%	-0.9%	i	2%	-7%	-1%	0%	-1%	-25%
Cc1cnc(CNc2ncncc2-c2ccccc2C#N)cn1	-4%	-4.1%	-3%	-0.6%	i	-4%	-4%	4%[2.29 µM]	-8%	-1%	2%
C=C/C1=C/Cc2ccccc2C(C[N+](=O)[O-])C(C(=O)OC)(C(=O)OC)C1 (stereo unspecified)	.	-2.6%[15.4 µM]	?	0.8%[15.4 µM]	.	0%[11.5 µM]	.	.	.	-1%[11.5 µM]	20%[11.5 µM]
CC(=O)c1ccc(OC2C(O)COC2/C=C/c2ccc(Cl)cc2)cc1 (stereo unspecified)	.	0.8%&0.8%[15.4 µM]	1%&3%[11.4 µM]	1.7%&-4.5%[15.4 µM]	.	0%&-3%[11.5 µM]	.	.	.	-1%&-1%[11.5 µM]	7%&19%[11.5 µM]
CCOC(=O)c1cnn(-c2ccccn2)c1N	?	0.3%	3%	-0.1%	i	-1%	-4%	-30%	-4%	1%	19%

3 records drawn at random from those above, as already listed:
SMILES	CRE Fsk mod	BRCT inh green	HEK293 cAMP cs	BRCT inh red	A350 fluor	Caspase-1 inhib	Tau filament bind	Luciferase inh	USP2a inhib	Caspase-7 inhib	ERK AVP block
CC(=O)c1ccc(OC2C(O)COC2/C=C/c2ccc(Cl)cc2)cc1 (stereo unspecified)	.	0.8%&0.8%[15.4 µM]	1%&3%[11.4 µM]	1.7%&-4.5%[15.4 µM]	.	0%&-3%[11.5 µM]	.	.	.	-1%&-1%[11.5 µM]	7%&19%[11.5 µM]
CC(=O)NCCn1c(SCC#N)nc2ccccc2c1=O	2%	-1.4%	15%	-0.6%	i	1%	0%	4%	2%	1%	-18%
Nc1ccc2c(c1)C(=O)N(CCCC(=O)O)C2=O	-21%	-2.4%	0%	0.2%	i	?	45%	1%	-5%	-28%	11%

Back to the main list, repeating the 3 entries before the break.
SMILES	CRE Fsk mod	BRCT inh green	HEK293 cAMP cs	BRCT inh red	A350 fluor	Caspase-1 inhib	Tau filament bind	Luciferase inh	USP2a inhib	Caspase-7 inhib	ERK AVP block
C=C/C1=C/Cc2ccccc2C(C[N+](=O)[O-])C(C(=O)OC)(C(=O)OC)C1 (stereo unspecified)	.	-2.6%[15.4 µM]	?	0.8%[15.4 µM]	.	0%[11.5 µM]	.	.	.	-1%[11.5 µM]	20%[11.5 µM]
CC(=O)c1ccc(OC2C(O)COC2/C=C/c2ccc(Cl)cc2)cc1 (stereo unspecified)	.	0.8%&0.8%[15.4 µM]	1%&3%[11.4 µM]	1.7%&-4.5%[15.4 µM]	.	0%&-3%[11.5 µM]	.	.	.	-1%&-1%[11.5 µM]	7%&19%[11.5 µM]
CCOC(=O)c1cnn(-c2ccccn2)c1N	?	0.3%	3%	-0.1%	i	-1%	-4%	-30%	-4%	1%	19%
COC(=O)c1ccc(CSc2nnc(CNC(=O)c3cccs3)o2)o1	4%	-4.0%	5%	-0.1%	i	0%	-4%	0%	-5%	-1%	-15%
CC1(C)CC(=O)C=C(Nc2ccccc2NC(=O)c2cnccn2)C1	2%	-1.1%	?	-2.2%	i	0%	-2%	0%	-3%	1%	-2%
CN1CCN(CCCNC(=O)Cn2nc(-c3ccccc3)ccc2=O)CC1	2%	-0.1%	-3%	-0.1%	?	-1%	9%	-1%	-1%	0%	19%
COCC(C)NC(=O)NC(=O)c1ccc(Cl)cc1 (stereo unspecified)	-3%	0.4%	0%	-0.4%	i	0%	-5%	2%	4%	-3%	-18%
C=C(C)Cn1c(SCC#N)nc2ccccc2c1=O	10µM*	-3.1%	?	-2.4%	i	2%	1%	-1%	-2%	1%	-7%
CC1(C)C(=O)OC(C(=O)c2ccccc2)C(C)(C)C1=O (stereo unspecified)	0%	-0.7%	4%	-2.3%	.	-3%	13%	3%	1%	1%	-4%
CC(C)C(=O)NCCn1ccc2ccccc21	-10%	0.2%	11%	-0.6%	i	2%	-3%	-1%	3%	0%	13%
O=C(C1CCN(S(=O)(=O)N2CCOCC2)CC1)N1CCN(c2ccccc2)CC1	-7%	-2.8%	-1%	-1.4%	i	2%	0%	-1%	1%	0%	4%
COC(=O)c1cc(N2C(=O)C3C(C2=O)C2(C)C=CC3(C)O2)ccc1Cl (stereo unspecified)	?	2.4%	31%	1.1%	.	-1%	-9%	-27%	.	-4%	?
C[C@@H]1/C(=N/O)CC2C[C@@H]1C2(C)C	.	-1.6%	.	-0.3%	.	-1%	.	.	-11%	0%	12%
CCn1nc(C(=O)NCCc2ccc(S(N)(=O)=O)cc2)c2ccccc2c1=O	?	-0.2%	1%	-0.7%	i	-1%	-9%	2%	9%	1%	-10%
CCOC(=O)C1=C(CN2CCSCC2)NC(=O)NC1c1cc(C)ccc1C (stereo unspecified)	?	0.2%	12%	-0.6%	i	-3%	-7%	1%	10%	-1%	-12%
CN1CCC2(CC1)CCN(S(=O)(=O)c1ccccc1)CC2	-8%	-2.7%	4µM*	0.2%	i	-1%	3%	2%[11.4 µM]	-7%	-1%	11%
CCNC(=O)CN(C1CCCCC1)S(=O)(=O)c1ccc(F)cc1	-2%	-1.7%	24%	0.2%	.	-1%	-13%	0%	5%	-1%	1%
O=C1CC(c2cc3c(cc2Br)OCO3)C2=C(CCCC2=O)N1 (stereo unspecified)	-5%	1.0%	9%	-0.2%	i	2%	1%	0%	0%	-1%	19%

High-throughput results: PubChem, National Center for Advancing Translational Sciences (NCATS)
